aSyn yeast inh: rescues yeast growth from alpha-synuclein toxicity | AID 652106 | Potency, µM (doses to about 46.1 µM), inactives show at the top dose growth rescue (activation), usual class: activators | 0.14% of 370,000 active | Yeast expressing alpha-synuclein, growth rescue, BacTiter-Glo, 24 h; note: potency is the fitted concentration of half-maximal effect; % of control where 0% means no effect; nearly all actives have a fitted effect of over 65% in size
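Rescue of yeast growth: cells expressing toxic alpha-synuclein, induced in galactose at OD600 0.02, incubated with compound 24 h at 30 C. ATP luminescence quantified growth; inhibitors of toxicity appear as activators.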
TDP43 rescue: TDP-43 toxicity inhibition in yeast; TDP-43 expressing yeast growth rescue, BacTiter-Glo, 24 h; 1.8% of 410,000 active; Potency, µM (titrated, usually from 46.1 µM), for the others: at the top dose growth rescue (activation), most hits filed as activators; note: potency is the fitted concentration of half-maximal effect; % of control where 0% means no effect; nearly all actives have a fitted effect of over 50% in size
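Yeast expressing TDP-43 (pregrown in raffinose, seeded at OD600=0.02 in galactose medium) exposed to compounds 24 hr at 30 deg C. Growth read by BacTiter-Glo luminescence; rescue of toxicity appears as increased signal.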
PTHR1 ag: PTHR1 (human) receptor agonism | Q03431 | HEK293 GP2 PTHR1 cells, GloSensor cAMP luminescence, 1 h | Potency, µM (highest dose often 115 µM), for the others: at the highest dose activation, actives largely listed as activators | 0.075% of 410,000 active | AID 743266; note: potency is the fitted concentration of half-maximal effect; nearly all actives have a fitted effect of over 55% in size; some results filed as inactive show a strong effect at the top dose; inactives centre near -15; many of its hits are not listed in these tables
Target sequence (Q03431 whole entry, looked up): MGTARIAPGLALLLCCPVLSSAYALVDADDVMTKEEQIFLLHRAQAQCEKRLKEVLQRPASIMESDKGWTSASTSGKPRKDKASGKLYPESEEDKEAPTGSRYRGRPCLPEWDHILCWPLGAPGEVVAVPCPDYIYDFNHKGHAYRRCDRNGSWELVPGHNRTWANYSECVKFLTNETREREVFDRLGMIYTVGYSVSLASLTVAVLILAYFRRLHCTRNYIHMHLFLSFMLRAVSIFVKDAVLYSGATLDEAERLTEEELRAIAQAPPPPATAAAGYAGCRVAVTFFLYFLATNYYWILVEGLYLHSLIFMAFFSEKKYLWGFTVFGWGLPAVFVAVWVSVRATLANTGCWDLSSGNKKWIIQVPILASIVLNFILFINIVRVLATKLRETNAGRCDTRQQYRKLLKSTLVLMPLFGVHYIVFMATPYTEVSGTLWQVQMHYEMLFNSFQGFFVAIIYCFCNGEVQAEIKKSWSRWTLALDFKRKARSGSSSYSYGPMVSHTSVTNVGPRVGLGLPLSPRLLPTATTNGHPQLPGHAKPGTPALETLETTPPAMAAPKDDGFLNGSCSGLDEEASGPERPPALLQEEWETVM
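HEK-293-derived GP2 cells expressing PTHR1 and a GloSensor cAMP reporter, 3,000/well, plated overnight, given luciferin plus IBMX (each 0.5 mM as added) for 1 h at 37 °C, then compound for 1 h at 37 °C. Luminescence was read after 15 min at room temperature.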
HEK293 tox: cytotoxicity counter-screen for GLP-1 receptor inverse agonists | HEK293 cAMP-luciferase reporter cells, luminescence, 24 h | Potency, µM (series often up to 38.3 µM), inactives show at the highest dose activity change, negative = inhibition, usual class: inhibitors | 0.13% of 410,000 active;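 note: loss of luciferase light is scored as toxicity; potency is the fitted concentration of half-maximal effect; % is set by controls: 0 for no effect and ±100 for the full control effect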
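MLSMR compounds, 24 hr on cells at 37 deg C/5% CO2; luminescence after luciferase reagent (12 min RT). Inhibition counted as the undesired cytotoxic outcome.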
Akt phos inh: blocks phosphorylation of Akt. Neuro2A IGF-stimulated pAkt S473 HTRF, 20 min; hits give low values. activity change, % for hits at 50 µM. 0.32% of 360,000 active. AID 651550; in the data active = activity change below about -80%; inconclusive = mostly about -51% to -80%; note: % is set by controls: 0 for no effect and ±100 for the full control effect
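Single-point screen (50 µM final compound) in Neuro2A cells stimulated 20 min with 6 nM IGF at 37 deg C. After lysis, Ser473-phosphorylated Akt read by HTRF (ex 330 nm, em 615/665 nm) as the 665/615 ratio.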
Abeta rescue: compounds reversing amyloid beta toxicity in yeast. yeast expressing A-beta42, growth rescue, OD600, 48 h; response scale: 0% DMSO, 100% iron-clioquinol control. Potency, µM (doses to about 46.1 µM), for inactives: at the highest dose growth rescue, actives largely listed as activators. 0.063% of 410,000 active. AID 1347071; note: potency is the fitted concentration of half-maximal effect; nearly all actives have a fitted effect of over 55% in size
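Growth rescue measured by 600 nm absorbance after 48 h yeast culture at 30 C with compound. Values normalized between DMSO and an equimolar ferric chloride plus clioquinol control.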
GLP-1R inv ag: acts as inverse agonist at human GLP-1 receptor; Potency, µM (top dose mostly 38.3 µM), for the others: at the top dose activity change, negative = inhibition, hits mostly inhibitors; HEK293 GLP-1R CRE-luciferase, luminescence, 24 h; GLP-1R form is constitutively active; AID 624417; 1.6% of 410,000 active; note: potency is the fitted concentration of half-maximal effect; % is set by controls: 0 for no effect and ±100 for the full control effect; nearly all actives have a fitted effect of over 55% in size
Target sequence (P43220 whole entry, looked up): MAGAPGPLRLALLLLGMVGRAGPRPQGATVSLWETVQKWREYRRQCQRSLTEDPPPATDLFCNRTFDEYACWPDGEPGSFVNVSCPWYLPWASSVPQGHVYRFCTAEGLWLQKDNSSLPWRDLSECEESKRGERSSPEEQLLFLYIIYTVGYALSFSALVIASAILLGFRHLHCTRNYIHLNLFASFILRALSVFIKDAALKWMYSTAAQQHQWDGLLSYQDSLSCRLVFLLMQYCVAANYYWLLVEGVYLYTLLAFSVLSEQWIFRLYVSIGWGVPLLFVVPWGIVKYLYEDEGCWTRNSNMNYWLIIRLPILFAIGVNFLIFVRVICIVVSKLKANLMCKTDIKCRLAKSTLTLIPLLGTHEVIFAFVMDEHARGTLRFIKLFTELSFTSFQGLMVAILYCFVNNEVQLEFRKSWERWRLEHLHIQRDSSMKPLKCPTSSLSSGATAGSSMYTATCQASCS
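Cells are plated, allowed 12 hours at 37 deg C, then treated with compounds for 24 hr before luciferase detection reagent is added and luminescence is read after 12 min at room temperature. The HEK293 line carries constitutively active GLP-1R with a cAMP-responsive reporter.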
MmCpn inh: inhibitors of Methanococcus maripaludis chaperonin (MmCpn); purified Mm-Cpn ATPase, ADP Transcreener TR-FRET; Potency, µM (series often up to 76.9 µM), inactives show at the highest dose activity, negative = inhibition, usual class: inhibitors; 0.031% of 330,000 active; note: potency is the fitted concentration of half-maximal effect; % is set by controls: 0 for no effect and ±100 for the full control effect; nearly all actives have a fitted effect of over 80% in size
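Quantitative HTS used 25 nM Mm-CPN and 10 uM ATP in magnesium/KCl Tris buffer, pH 7.4, with 1 mM DTT. Hydrolysis ran 30 min at 37°C; ADP was read by HTRF.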
FUS suppressor: rescues growth of FUS-expressing yeast. S. cerevisiae FUS-expressing, growth rescue, OD600, 24 h. Potency, µM (titrated, usually from 76.6 µM), for the others: at the highest dose growth rescue (activation), most hits filed as activators. 0.24% of 390,000 active;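 note: potency is the fitted concentration of half-maximal effect; plate controls were DMSO vehicle for no effect and reference control for full effect; nearly all actives have a fitted effect of over 55% in size; some results filed as inactive show a strong effect at the top dose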
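Restored growth of FUS-toxic S. cerevisiae, read as 600 nm absorbance after 24 h at 30C in galactose medium (starting OD 0.005). Controls CP55940 and DMSO.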
* marks the source's active call; other numbers are inactive results; i = inactive; ? = inconclusive; / = not tested or not shown; [ ] = dose if it differs, or a comment. Unless noted, calls come from the whole dose curve; as a rule, active = well fitted curve in the direction sought with a large enough effect; inconclusive = small, poorly fitted or top-dose-only effect, or another doubt; inactive = no such curve, though single readings can be large; an effect the other way counts as inactive or inconclusive. Some of the compounds tested. The share of hits here may be higher or lower than overall.

SMILES	aSyn yeast inh	TDP43 rescue	PTHR1 ag	HEK293 tox	Akt phos inh	Abeta rescue	GLP-1R inv ag	MmCpn inh	FUS suppressor
NC(=O)c1cccc(-c2ccnc3c2CC(C(=O)NCc2ccccc2)O3)c1 (configuration not stated)	-5%	9%	-16%	-27%	i	-11%	5µM*	/	-1%
O=S(=O)(c1cccc(Cl)c1)N1CCCC1	2%	10%	11%[57.5 µM]	9%	i	-5%	-12%	-5%	-1%
Cc1ccc(C(=O)N(CC(=O)NC2CCCC2)c2ccccc2Cl)s1	8%	3%	i	-2%	i	-3%	?	3%	11%
Cc1ccc(C=Nc2ccccc2C(N)=O)o1	2%	1%	i	15%	i	16%	4%	-1%	17%
CCOC(=O)N1CCN(C(=O)CSC2=NS(=O)(=O)c3cc(Cl)ccc3N2)CC1	-4%	-4%	5%	6%	i	-1%	7%	-1%	14%
CCNC(=O)c1ccccc1-c1nc(-c2ccccc2Cl)no1	-3%	4%	i	0%	i	-4%	2%	-1%	-8%
CC1(NC(=O)c2ccccc2)CCN(CCCc2ccccc2)C1=O (configuration not stated)	1%	15%	-11%	-11%	i	-3%	-16%	-4%	-19%
CC(=O)Nc1ccc2c(c1)C(=Nc1ccc(C)cc1)c1ccccc1-2	-12%	?	i	0%	i	-4%	2%	/	2%
Clc1ccc(-c2cn3c(n2)-c2ccccc2C3)cc1Cl	-9%	9%	-15%	8%	i	-21%	?	1%	/
COc1ccc(CSCC(=O)N/N=C/c2ccccc2OCc2ccccc2)cc1	0%	-15%	i	8%	i	6%	?	1%	1%
O=C(c1ccc(OC2CCN(CCCc3ccccc3)CC2)cc1)N1CCCC1	4%	-4%	i	-27%	i	8%	?	/	-7%
CSC1SCC2C(=O)N(C)C(C(C)C)C(=O)OCC(NC(=O)c3cnc4ccccc4n3)C(=O)NC(C)C(=O)N(C)C1C(=O)N(C)C(C(C)C)C(=O)OCC(NC(=O)c1cnc3ccccc3n1)C(=O)NC(C)C(=O)N2C (configuration not stated)	27%	?	-15%	?	i	-54%[inhibitor]	-65%	/	/
Cc1ccccc1-c1cnc(C(O)c2ccc(F)cc2C)[nH]1 (configuration not stated)	-8%	10%	i	3%	i	-18%	-1%	/	-29%
O=C(c1cc(C2CC2)nn1-c1ccccc1)N1CCN(c2ccccc2O)CC1	6%	18µM*	i	-10%	i	-15%	?	-2%	?
Cc1cccc(NC(=O)c2cc(S(=O)(=O)N3CCc4ccccc43)cn2C)c1C	0%	23%	i	-18%	i	1%	-24%	1%	-11%
Cc1ccnc(SCC(=O)Nc2oc(-c3ccccc3)c(-c3ccccc3)c2C#N)n1	1%	-1%	-7%	18%	i	1%	-36%	-4%	7%
COc1cccc(-c2cc(C(=O)N3CCc4ccccc4C3)no2)c1	15%	-3%	i	-4%	i	-9%	0%	-5%	27%
Cc1ccccc1NC(=O)CSc1nnc(NC(=O)C2CC2)s1	1%	-17%	i	-5%	i	4%	-16%	-1%	-6%
CCN(CC(=O)Nc1c(F)cccc1F)C(=O)c1cc(S(=O)(=O)N2CCOCC2)ccc1N1CCCC1	2%	15%	i	-4%	i	2%	18%	1%	26%
Cc1ccc(-n2nc(C(=O)N3CCN(c4ccccc4)CC3)c(=O)n(C)c2=O)cc1	/	14%[9.22 µM]	-33%[inhibitor]	-3%	/	-6%	9%	/	18%

Reformatted as labelled records: four of the compounds above.
> Cc1cccc(NC(=O)c2cc(S(=O)(=O)N3CCc4ccccc43)cn2C)c1C
  aSyn yeast inh: 0% | TDP43 rescue: 23% | PTHR1 ag: i | HEK293 tox: -18% | Akt phos inh: i | Abeta rescue: 1% | GLP-1R inv ag: -24% | MmCpn inh: 1% | FUS suppressor: -11%
> Cc1ccnc(SCC(=O)Nc2oc(-c3ccccc3)c(-c3ccccc3)c2C#N)n1
  aSyn yeast inh: 1% | TDP43 rescue: -1% | PTHR1 ag: -7% | HEK293 tox: 18% | Akt phos inh: i | Abeta rescue: 1% | GLP-1R inv ag: -36% | MmCpn inh: -4% | FUS suppressor: 7%
> COc1cccc(-c2cc(C(=O)N3CCc4ccccc4C3)no2)c1
  aSyn yeast inh: 15% | TDP43 rescue: -3% | PTHR1 ag: i | HEK293 tox: -4% | Akt phos inh: i | Abeta rescue: -9% | GLP-1R inv ag: 0% | MmCpn inh: -5% | FUS suppressor: 27%
> Cc1ccccc1NC(=O)CSc1nnc(NC(=O)C2CC2)s1
  aSyn yeast inh: 1% | TDP43 rescue: -17% | PTHR1 ag: i | HEK293 tox: -5% | Akt phos inh: i | Abeta rescue: 4% | GLP-1R inv ag: -16% | MmCpn inh: -1% | FUS suppressor: -6%

Further results follow.
SMILES	aSyn yeast inh	TDP43 rescue	PTHR1 ag	HEK293 tox	Akt phos inh	Abeta rescue	GLP-1R inv ag	MmCpn inh	FUS suppressor
COc1ccc2c(C(F)(F)F)cc(=O)oc2c1C	-8%	-14%	-13%[57.5 µM]	1%	i	1%	-3%	2%	-4%
Cc1nc2ccn(Cc3cccs3)c(=O)c2cc1C(=O)N1CCN(c2ccccc2)CC1	/	15%	i	2%	/	-3%	-11%	/	38%
O=C(CCCOc1cccc(Br)c1)NCCOc1ccccc1	10%	13µM*	-11%	17%	i	15%	?	0%	6%
O=C(NNC(=O)c1cccs1)c1ccc(Br)o1	-11%	-14%	-22%	-1%	i	2%	8%	-2%	-11%
C=CCN(CC=C)C(=S)NC(=O)c1ccc(-c2ccccc2)cc1	?	13µM*	-36%[inhibitor]	?	i	0%	?	0%	/
COc1cc(C2C(C(C)=O)=C(O)C(=O)N2c2ccc(C)cc2)ccc1O (configuration not stated)	-5%	-7%	6%[57.5 µM]	1%	i	-2%	-22%	-2%[15.4 µM]	26%
CCOC(=O)c1cccc(NC(=O)c2cc(C)nn2-c2ccccc2)c1	0%	1%	i	9%	i	-7%	-23%	0%	10%
Cc1cc(Cl)c2oc(C(=O)N3CCCCC3CCN3CCCC3=O)c(C)c2c1 (configuration not stated)	?	-9%	-23%	?	i	-21%	70%[activator]	-3%	27%
Cc1cc(Cl)ccc1OCC(=O)OC(C)C(=O)N(C)C (configuration not stated)	1%	-9%	11%	-10%	i	1%	3%	1%	22%
C/C=C\C(=O)Nc1cccc(C2=NOC3(C2)C[C@@H](C(N)=O)N(C(=O)CCCCC)C3)c1 (some centres not stated)	7%	2%	i	-6%	i	2%	10%	2%	7%
O=C(COC(=O)c1ccccc1NCCO)Nc1cccc(S(=O)(=O)NC2=NCCCCC2)c1	1%	-5%	i	1%	i	0%	33%[activator]	-3%	33%
CCOC(=O)c1sc2nc(C)nc(NC3CCC(O)CC3)c2c1C (configuration not stated)	3%	-12%	-15%	11%	i	-8%	-11%	-7%	16%
CC(C)C[C@@H]1CN(CCCC[C@H]2CNC(=O)C(=O)N2CCC2CCCCC2)C(=O)C(=O)N1CCC1CCCCC1	-3%	14%	-19%	2%	i	-19%	14%	/	?
O=c1[nH]c2ccccc2nc1-c1c[nH]c2ccccc12	-3%	20%	i	273%[activator]	i	-5%	-37%	0%	14%
O=C(/C=C/[C@H]1O[C@@H](n2ccc(=O)[nH]c2=O)[C@H](O)[C@@H]1O)NCCN1CCOCC1	-3%	9%	i	1%	i	-7%	31%[activator]	/	-17%
Cc1ccc(C(C)C)c(OCCNS(C)(=O)=O)c1	1%	12%	i	-6%	i	?	?	/	-1%
CCOc1ccc(CN(C)C(=O)c2cc(S(=O)(=O)N3CCCC3)ccc2C)cc1	0%	10%	-4%	-5%	i	9%	-24%	-3%	19%
O=C(CN1CCCCC1)Nc1cccc(-n2cnnn2)c1	0%	16%	-3%[57.5 µM]	0%	i	13%	4%	2%	-11%
COc1ccc(C(=O)Nc2ccnn2C2CCN(Cc3ccccn3)CC2)cc1	-3%	-3%	i	-13%	i	7%	1%	-1%	17%
c1ccc(C2=Nn3c(nnc3-c3n[nH]c4c3CCC4)SC2)cc1	-8%	4%	-17%	-17%	i	10%	108%[activator]	1%	6%
NC(=O)c1c(NC(=O)c2ccco2)sc2c1CCC2	2%	-14%	-8%[57.5 µM]	34%[activator]	i	5%	0%	-1%	11%
Clc1ccccc1-c1nnc(-c2ccccc2Cl)o1	-17%	?	-1%[57.5 µM]	24%	i	-21%	-19%	-2%	-29%
O=C1/C(=C/c2cccs2)CCc2ccccc21	-8%	?	i	-24%	i	-30%[inhibitor]	1%	2%	18%
COc1ccc(C(=O)Nc2ccccc2-c2nnn(CC(=O)NCc3ccco3)n2)cc1	-5%	-11%	i	-14%	i	3%	26%	0%	-2%
Cc1cc(NC(=O)CSc2nnnn2-c2ccccc2C)no1	3%	23%	i	?	i	11%	?	-13%	16%
CC(Oc1ccccc1)C(=O)N1CCCc2ccccc21 (configuration not stated)	0%	0%	-11%[57.5 µM]	-1%	i	4%	0%	2%	14%
COc1cccc(/C=N/n2cncn2)c1OCC#N	1%	0%	18%	10%	i	2%	0%	1%	12%
O=C1OCCC1Sc1nc2cc(Cl)ccc2s1 (configuration not stated)	7%	18%	1%[57.5 µM]	3%	i	-1%	-2%	1%	23%
